# BCLXL inh: inhibitors of human Bcl-xL, primary screen, biochemical, fluorescence polarization, HTS; AID 2129, 2009; hit rate 0.7% among 320,000; inhibition, % at 10.9 µM; GST-Bcl-xL / FITC-Bim BH3 peptide fluorescence polarization;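 active = inhibition above the mean of all tested compounds plus 3 SD, cutoff set per campaign, cut at about 30% in these data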;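 note: 0% = DMSO wells and 100% = unlabeled Bim-BH3 peptide competitor; inhibitors lower millipolarization by displacing the labeled peptide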
# Target sequence (Q07817 whole entry, looked up): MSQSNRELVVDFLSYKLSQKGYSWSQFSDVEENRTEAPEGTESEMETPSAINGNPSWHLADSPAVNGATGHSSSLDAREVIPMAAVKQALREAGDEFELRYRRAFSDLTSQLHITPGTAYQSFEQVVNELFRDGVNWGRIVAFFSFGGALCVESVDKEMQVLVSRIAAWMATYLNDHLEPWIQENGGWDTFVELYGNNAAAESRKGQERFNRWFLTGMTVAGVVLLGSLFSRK
# AGP1-GFP MLPCN: modulators of AGP1-GFP expression in yeast TOR pathway, primary screen, cell-based, multiplex flow cytometry, S. cerevisiae, MLPCN library | hit rate 0.02% among 320,000 | GFP response vs DMSO, % at 10 µM | 3 h; GFP as percent of DMSO wells;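 active = GFP response relative to DMSO above a set limit, near screen average plus 3 SD, cut at about 150% in these data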;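 note: median GFP channel fluorescence of the gated AGP1 strain per well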
# GLD-1 TGE inh: GLD-1/TGE RNA complex disruptors, primary screen, biochemical, fluorescence polarization. hit rate 0.44% among 320,000. inhibition, % at 5.96 µM. purified GLD-1 + fluorescein TGE RNA. Female germline-specific tumor suppressor gld-1 (Caenorhabditis elegans), Q17339;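 active = percent inhibition above a per-plate cutoff, the plate mean of test compounds plus 3 SD, cut at about 30% in these data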;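 note: 0% = DMSO wells with GLD-1 and probe and 100% = wells lacking GLD-1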
# Target sequence (Q17339 whole entry, looked up): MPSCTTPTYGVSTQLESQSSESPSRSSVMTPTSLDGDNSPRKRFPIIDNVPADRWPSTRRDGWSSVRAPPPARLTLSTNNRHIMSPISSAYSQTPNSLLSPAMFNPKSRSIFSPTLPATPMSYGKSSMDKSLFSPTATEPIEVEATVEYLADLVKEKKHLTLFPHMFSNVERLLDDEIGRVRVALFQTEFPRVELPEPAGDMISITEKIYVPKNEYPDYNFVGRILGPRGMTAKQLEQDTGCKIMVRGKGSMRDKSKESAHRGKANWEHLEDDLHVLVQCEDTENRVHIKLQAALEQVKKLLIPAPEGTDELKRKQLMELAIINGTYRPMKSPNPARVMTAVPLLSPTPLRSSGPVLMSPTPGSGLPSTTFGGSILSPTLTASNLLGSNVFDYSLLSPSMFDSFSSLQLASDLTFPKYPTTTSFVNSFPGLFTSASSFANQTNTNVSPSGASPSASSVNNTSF
# MCL1 BIM primary: inhibitors of MCL1 binding to BIM-BH3, primary screen, biochemical, fluorescence polarization; hit rate 0.68% among 320,000; inhibition, % at 10.9 µM; GST-MCL1 / FITC-Bim-BH3 fluorescence polarization;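 active = inhibition above the mean inhibition of all tested compounds plus 3 SD, set per campaign, cut at about 40% in these data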;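 note: 0% = DMSO wells and 100% = unlabeled Bim-BH3 peptide control; higher means more loss of mP so more displacement of Bim peptide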
# Target sequence (Q07820 whole entry, looked up): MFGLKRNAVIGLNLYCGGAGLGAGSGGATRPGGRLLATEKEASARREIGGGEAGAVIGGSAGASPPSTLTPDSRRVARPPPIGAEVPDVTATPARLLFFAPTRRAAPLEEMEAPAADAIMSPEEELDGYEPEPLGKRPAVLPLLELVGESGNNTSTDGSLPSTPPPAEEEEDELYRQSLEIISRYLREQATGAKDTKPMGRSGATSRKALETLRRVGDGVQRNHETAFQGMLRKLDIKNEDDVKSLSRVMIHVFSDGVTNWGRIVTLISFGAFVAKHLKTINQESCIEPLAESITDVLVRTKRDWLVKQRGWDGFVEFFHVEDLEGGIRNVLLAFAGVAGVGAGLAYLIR
# Fam108B counter: mouse Fam108B serine hydrolase inhibitors, primary screen, counter-screen for RBBP9 inhibitor project, biochemical, fluorescence polarization. recombinant Fam108B, FP-Rh probe fluorescence polarization. AID 1947, 2009. inhibition, % at 9.51 µM. hit rate 0.33% among 300,000;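 active = inhibition above the screen mean inhibition plus 3 SD, computed separately per campaign, cut at about 18% in these data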;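 note: inhibitors lower polarization as less probe binds the enzyme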
# GRK2 aptamer HTS: compounds blocking aptamer binding on GRK2 – biochemical, human GRK2, bead flow cytometry, HTS, primary screen; Beta-adrenergic receptor kinase 1 (Homo sapiens), P25098; FAM-aptamer displacement from GRK2; inhibition of aptamer binding, % at 10 µM; hit rate 0.59% among 330,000; AID 488847, 2010;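 active = inhibition of aptamer binding above 40%, roughly 3 SD of noise, on plates passing a quality check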;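 note: median bead fluorescence of bound FAM aptamer so fluorescent compounds give negative values; no value below 0 was filed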
# VLA-4 inh: inhibition in human VLA-4 binding assay, primary screen, VLA-4 allosteric modulator project, MLPCN library, flow cytometry, VLA-4 expressing cells. Integrin alpha-4 (Homo sapiens), P13612. ligand binding flow cytometry. inhibition, % (about 7 µM as worked out from the volumes in the protocol). hit rate 0.2% among 330,000. AID 2557, 2010; in the data active = inhibition above about 50%
# MEX-5 binding: MEX-5 zinc finger RNA-binding disruptors – biochemical, C. elegans, fluorescence polarization, MLPCN library, primary screen. Zinc finger protein mex-5 (Caenorhabditis elegans), Q9XUB2. hit rate 0.38% among 300,000. MEX-5/FITC-TCR2 RNA binding; active compounds read low. activity score (negative = inhibition of binding), % at 10 µM;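 active = inhibition past about -25% in most replicates, and total fluorescence under double the plate's negative control median, limit read from the data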;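 note: 0% = DMSO and -100% = 5 µM competing unlabeled TCR2 RNA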
# CIT2-GFP yeast: modulators of CIT2-GFP expression in yeast, primary screen, S. cerevisiae, GFP fusion, multiplex flow cytometry, MLPCN library. S. cerevisiae CIT2-GFP strain, 3 h; 100 means same as DMSO wells. GFP response vs DMSO, % at 10 µM. hit rate 0.065% among 320,000. AID 2029, 2009;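 active = GFP response relative to DMSO above a set limit, near the screen mean plus 3 SD, cut at about 150% in these data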;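 note: ratio of well median GFP fluorescence to mean of DMSO wells on the plate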
# Numbers without * were called inactive; · = no result given; & = joins results of further samples.
SMILES,BCLXL inh,AGP1-GFP MLPCN,GLD-1 TGE inh,MCL1 BIM primary,Fam108B counter,GRK2 aptamer HTS,VLA-4 inh,MEX-5 binding,CIT2-GFP yeast
Cn1c(SCC(=O)Nc2sccc2C(N)=O)nnc1-c1ccncc1,-8.3,96.5,-0.1,3.4,-4.4,3.0,-7.8,-3.5,92.6
Cn1c(CNC(=O)OC(C)(C)C)nnc1SCC(=O)N1CCOCC1,2.3,105.4,-0.3,-0.4,4.0,3.0,3.5,-0.1,100.0
O=[N+]([O-])c1cccc(S(=O)(=O)c2ccc(N3CCCCC3)c([N+](=O)[O-])c2)c1,5.0,103.6,-0.3,-6.3,6.0,7.0,-4.5,-1.6,97.1
CC1(C)CC(CCNC(=O)CCl)(c2ccccc2)CCO1 (centres undefined),-1.9,96.2,-2.1,-4.5,2.2,26.0,9.7,-1.2,73.0
CC1CN(C(=O)COC(=O)c2ccc(Cl)nc2)CC(C)O1 (centres undefined),4.9,113.5,5.2,-3.6,6.3,1.0,3.3,-2.5,106.0
CCOc1ccc(C(=O)NCCn2cc(SCC(=O)Nc3cc(C)on3)c3ccccc32)cc1,-3.2,98.7,-10.3,-11.4,1.8,5.0,1.6,1.9,94.8
COc1ccccc1C1(O)C(=O)Nc2ccc(C)cc21 (centres undefined),-0.3,100.8,5.9,3.0,1.0,2.0,-1.0,-1.0,96.5
O=C(CSc1nnnn1-c1ccccc1)Nc1ccccc1,3.5,94.1,0.6,-3.0,2.0,1.0,1.4,-0.3,99.9
CC(OC(=O)C1CC1)C(=O)Nc1ccc([N+](=O)[O-])cc1Cl (centres undefined),0.4,104.2,-3.8,4.9,-2.7,3.0,-17.8,-0.8,93.5
CCOc1nc(-c2ccccc2Cl)nc2ccccc12,1.9,107.3,5.0,-0.1,-4.4,0.0,3.8,-1.4,95.0
CC1CC(C)CN(S(=O)(=O)c2ccc(NC(=O)C3CC(=O)N(Cc4ccccc4)C3)cc2)C1 (centres undefined),-2.7,99.5,1.2,-10.5,-0.3,0.0,12.8,3.3,90.9
CC1(C)CC(CCN)(Cc2ccccc2Cl)CCO1 (centres undefined),7.3,116.7,6.8,7.9,2.4,0.0,0.6,5.9,107.1
Cn1c(N)c(C(=O)COC(=O)c2cc(C3CC3)nc3ccccc23)c(=O)n(Cc2ccccc2)c1=O,-10.9,91.8,-10.2,-35.9,-40.1,0.0,1.8,0.5,80.1
CC1CCc2sc(C(=O)N/N=C/c3ccc(O)cc3)cc2C1 (centres undefined),1.4,103.8,2.5,-5.3,11.1,1.0,1.4,0.6,106.6
O=C(NCc1ccco1)C(c1ccco1)N(Cc1cccs1)C(=O)Cn1nnc2ccccc21 (centres undefined),4.4,101.4,-3.5,2.1,-1.9,0.0,13.7,-1.2,95.6
CC(C)CNC(=O)C1CCCN(S(=O)(=O)c2ccc(-n3cnnn3)cc2)C1 (centres undefined),-0.9,97.2,-15.2,-1.2,1.1,1.0,0.0,-1.3,95.0
CCOc1ccc(N2C(=O)C3C(C2=O)C3(c2ccccc2)c2ccccc2)cc1 (centres undefined),6.2,102.8,5.5,-0.9,-2.7,4.0,14.8,2.4,104.0
Nc1c(Br)cc(Br)cc1CNC1CCC(O)CC1 (centres undefined),0.9&1.4,81.4&93.5,6.3&5.4,5.2&10.3,-3.9&-6.2,0.0&2.0,13.6&9.3,2.9&1.4,83.0&100.3
CCn1c(=O)c2ccccc2n(CC(=O)NCCC2=CCCCC2)c1=O,1.6,108.4,-1.8,-4.3,-3.4,0.0,1.2,-0.7,107.2
COc1cc(C(=O)Nc2cccc(-c3nnc(-c4ccco4)o3)c2)ccc1OC(C)=O,1.1,92.0,-2.7,1.5,2.8,7.0,-1.0,-1.8,112.6
Cn1c(=O)c([N+](=O)[O-])c(NCCCn2ccnc2)c2ccccc21,8.1,97.9,-1.8,8.8,-0.7,2.0,8.1,-4.1,91.8
Cc1ccc(S(=O)(=O)NC(c2ccccc2)C(C)C(=O)n2nc(C)cc2C)cc1 (centres undefined),-2.9,104.2,7.2,-5.2,3.0,3.0,2.8,1.5,96.9
O=C(CCc1nc2ccccc2c(=O)[nH]1)Nc1cc(Cl)ccc1N1CCCC1,7.0,93.9,-2.6,2.3,·,0.0,9.9,·,93.6
COc1ccc(/C=C/C(=O)Nc2cccc(N3CCOCC3)c2)cc1OC,10.0,97.5,2.9,2.8,6.5,0.0,7.6,1.4,98.0
Cc1cccc(-n2c(-c3ccco3)nc3nc4ccccc4nc32)c1,0.7,96.9,2.0,-2.8,-1.6,8.0,-6.2,-3.7,108.7
COc1ccc(NC(=O)CN2CCC(C(=O)c3ccc(F)cc3)CC2)c(OC)c1,4.3,105.0,9.3,3.8,1.2,1.0,8.6,0.4,104.6
CCC(C)N1C(=O)CCC1C(=O)NCc1ccc2c(c1)OCO2 (centres undefined),3.6,105.6,-3.2,-2.5,-0.6,0.0,-14.2,-0.5,104.2
Cc1ccc(C)c(N2CCN(CC3CCCCC3)CC2)c1,1.1,101.5,10.7,5.2,0.0,0.0,8.7,1.2,103.8
NC(=O)c1nsc(C(=O)N(c2ccccc2F)C(C(=O)NCc2ccc(F)cc2)c2ccc(O)cc2)c1N (centres undefined),5.4,109.0,-5.3,0.3,-18.3,0.0,2.1,1.1,107.4
CCN(CC(=O)NCc1cccs1)S(=O)(=O)c1cc(NC(C)=O)ccc1OC,-0.5,92.0,-3.2,3.1,·,3.0,-3.1,·,87.1
Cc1cccc(N2CCN(C(=O)c3cc(COc4ccc(F)c(F)c4)on3)CC2)n1,-2.3,109.6,2.0,-4.3,3.3,2.0,8.9,-2.6,100.1
CCNC(=O)c1ccc(NS(=O)(=O)c2ccc3[nH]c(=O)[nH]c3c2)cc1,-0.8,103.7,1.0,-3.8,2.2,2.0,10.0,-1.3,104.0
COc1ccc2c(c1)-c1nc(/N=C/c3cccc(OC)c3O)sc1CC2,-0.7,114.8,0.5,-0.5,1.4,1.0,5.3,1.9,93.0
Cc1cc(=O)[nH]c(SC(C(=O)O)c2ccccc2)n1 (centres undefined),4.8,95.5,-1.1,8.5,3.6,0.0,20.1,0.9,110.1
COc1ccc(N/C=C/C(=O)c2sc(-c3ccccc3)nc2C)cc1,-38.7,79.2,11.9,-61.6,3.0,4.0,-8.3,-9.1,77.0
COc1cccc(-c2cc(C(=O)N3CC4(C)CC3CC(C)(C)C4)no2)c1 (centres undefined),0.0,90.1,-0.3,-1.7,1.7,0.0,-1.9,·,94.3
C=CCNc1nc(-c2cc3ccccc3o2)cs1,3.4,91.2,6.5,-0.4,2.7,3.0,-3.2,0.5,96.7
Cc1sc2nc(SCC(=O)Nc3cccc(S(N)(=O)=O)c3)[nH]c(=O)c2c1C,·,91.2,-0.9,·,·,5.0,9.8,·,89.4
CCn1c(NCc2ccccc2NS(=O)(=O)c2ccc(C)cc2)nc2ccccc21,4.5,·,5.4,2.6,7.2,7.0,-16.3,-0.6,·
Cn1c(O)c(N=NC(=O)CNC(=O)c2cccnc2)c2ccccc21,2.7,99.8,4.5,8.0,3.5,0.0,6.4,-3.8,106.9

# Molecules listed so far that contain a thiophene ring, fused or not (five):
SMILES,BCLXL inh,AGP1-GFP MLPCN,GLD-1 TGE inh,MCL1 BIM primary,Fam108B counter,GRK2 aptamer HTS,VLA-4 inh,MEX-5 binding,CIT2-GFP yeast
Cn1c(SCC(=O)Nc2sccc2C(N)=O)nnc1-c1ccncc1,-8.3,96.5,-0.1,3.4,-4.4,3.0,-7.8,-3.5,92.6
CC1CCc2sc(C(=O)N/N=C/c3ccc(O)cc3)cc2C1 (centres undefined),1.4,103.8,2.5,-5.3,11.1,1.0,1.4,0.6,106.6
O=C(NCc1ccco1)C(c1ccco1)N(Cc1cccs1)C(=O)Cn1nnc2ccccc21 (centres undefined),4.4,101.4,-3.5,2.1,-1.9,0.0,13.7,-1.2,95.6
CCN(CC(=O)NCc1cccs1)S(=O)(=O)c1cc(NC(C)=O)ccc1OC,-0.5,92.0,-3.2,3.1,·,3.0,-3.1,·,87.1
Cc1sc2nc(SCC(=O)Nc3cccc(S(N)(=O)=O)c3)[nH]c(=O)c2c1C,·,91.2,-0.9,·,·,5.0,9.8,·,89.4

# Following part:
SMILES,BCLXL inh,AGP1-GFP MLPCN,GLD-1 TGE inh,MCL1 BIM primary,Fam108B counter,GRK2 aptamer HTS,VLA-4 inh,MEX-5 binding,CIT2-GFP yeast
COc1cc(/C=N/NC(=O)c2ccncc2)cc2c1OCO2,2.0,94.0,-2.9,-0.3,-2.1,1.0,7.8,4.1,98.8
Nc1cc(=O)[nH]c(SCc2nnnn2-c2ccc(Cl)cc2)n1,2.5,102.4,0.2,-0.4,-0.6,0.0,-6.0,-1.1,94.7
CCOc1ccc(C(=O)Nc2ccc3c(c2)OCO3)cc1OCC,4.0,91.5,3.2,-1.1,5.4,3.0,-19.4,0.4,91.7
CCOC(=O)N1CCN(CC(O)COc2c(C)cc(C)cc2C)CC1 (centres undefined),-2.2,93.4,-2.6,6.1,-5.3,1.0,-0.7,1.1,94.5
O=C1Cc2ccccc2C(c2ccccc2)N1 (centres undefined),3.6,108.3,3.5,4.8,-4.9,1.0,15.0,0.3,103.7
COc1ccc(S(=O)(=O)N2CCOCC2)cc1NC(=O)c1cccc(Cl)c1,1.2,98.1,4.4,3.1,-5.7,1.0,-17.0,2.6,100.9
Cc1ccc(S(=O)(=O)N2[C@@H](c3ccc(Cl)cc3)C(C(=O)O)=C[C@H]2C(C)(C)C)cc1,·,94.1,1.6,·,·,1.0,-2.5,·,90.3
Cc1cc(C)c(NC(=O)COC(=O)C2CCCO2)c(C)c1 (centres undefined),·,115.7,6.2,·,·,1.0,4.9,·,117.2
CC(C)(C)NCC(O)COc1cccc2c1CCC(=O)N2 (centres undefined),-1.6,83.1,5.2,13.1,-0.1,0.0,-13.2,·,85.7
CCOC(=O)c1c(C)nn(-c2ncccc2NC(=O)NC(C)C)c1C,9.5,94.0,2.3,12.4,2.3,1.0,-2.6,-1.7,89.6
Cn1c(SCC(=O)N2c3ccccc3CCc3ccccc32)nnc1-c1cc2ccccc2cc1O,-8.7,109.7,1.3,-14.0,-5.4,5.0,-3.5,1.1,110.6
CCOC(=O)CSc1nc(NC#N)nc(N(CC)CC)n1,4.4,105.0,1.8,5.5,-0.9,0.0,-6.3,1.2,99.6
C[C@@H]1CC=C[C@H]2[C@H]1C(=O)N(Cc1ccccc1)[C@H]2c1ccc(-c2cc3ccccc3s2)cc1F,1.4,83.9,2.8,4.3,-4.9,7.0,-0.9,-1.5,81.0
O=C(c1ccco1)C(O)c1ccco1 (centres undefined),1.7,92.0,3.2,-3.9,1.1,5.0,8.8,-5.0,98.5
CC(=O)Nc1ccc(NC(=O)C(C)OC(=O)CCC2CCCC2)cc1 (centres undefined),-4.8,98.7,1.6,-7.7,-1.3,0.0,-1.2,1.9,85.3
COc1ccc(/C=N/NC(=O)c2cccnc2)cc1O,6.4,103.1,-2.1,5.2,3.5,0.0,5.9,0.2,115.4

# Screens deposited in PubChem by several laboratories.
